PglD DTNB: PglD (C. jejuni) enzyme inhibition. purified PglD enzyme, DTNB colorimetric CoA detection. inhibition, % at 12.5 µM. 360,000 tested, 0.098% active; in the data active = inhibition above about 16%, passing the limit was not always enough; note: strong numbers were not always called active
RAD52 anneal inh: inhibitors of human RAD52 DNA annealing; inhibition, % at 18.7 µM; P43351; recombinant RAD52 DNA annealing, FRET fluorescence; 360,000 tested, 0.46% active; AID 651710;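 active = every replicate showing at least 50% inhibition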
Target sequence (P43351 whole entry, looked up): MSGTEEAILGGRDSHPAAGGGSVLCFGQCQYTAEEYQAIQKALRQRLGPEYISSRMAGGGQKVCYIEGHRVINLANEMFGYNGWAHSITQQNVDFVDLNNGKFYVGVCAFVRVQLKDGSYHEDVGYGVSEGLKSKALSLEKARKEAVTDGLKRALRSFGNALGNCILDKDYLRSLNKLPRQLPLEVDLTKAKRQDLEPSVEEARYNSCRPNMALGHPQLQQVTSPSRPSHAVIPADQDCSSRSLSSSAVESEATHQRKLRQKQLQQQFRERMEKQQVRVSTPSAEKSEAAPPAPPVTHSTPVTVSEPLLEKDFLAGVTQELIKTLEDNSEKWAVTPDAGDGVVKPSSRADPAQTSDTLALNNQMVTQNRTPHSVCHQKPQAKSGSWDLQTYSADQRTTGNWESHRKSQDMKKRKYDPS
esBAF inh: blocks esBAF chromatin remodeling in mouse ES cells; 350,000 tested, 2% active; Bmi1-luciferase knock-in reporter, 24 h; 100% = twice the neutral-well signal; reporter increase, % at 12.5 µM; AID 602393; in the data active = activation above about 40%;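 note: 0% = median of the plate's neutral control wells and 100% = double that signal; a rise in the Bmi1 reporter signal indicates esBAF inhibition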
RAD54 inh: inhibitors of human RAD54 branch migration. RAD54 Holliday junction branch migration, FAM/BHQ fluorescence. Q92698. inhibition, % at 10.4 µM. 360,000 tested, 0.14% active;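 active = mean normalized replicate activity at least 40 and at least half of replicates scoring 40 or more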;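 note: 0% = median of neutral control wells and 100% = median of positive control wells; inhibitors cause a drop in the FAM fluorescence signal; in these data hits start at about 50%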
ARNT-TACC3 inh: disrupts binding between human ARNT and TACC3. Q9Y6A5. AlphaScreen His-ARNT PAS-B/GST-TACC3 binding, luminescence; TACC3 fragment carries E629A point mutation. inhibition, % at 9.99 µM. 390,000 tested, 0.66% active;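 active = mean inhibition of replicates at least 50% and at least half of replicates each reaching 50%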;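 note: 0% = complete ARNT plus TACC3 wells and 100% = ARNT alone without TACC3; many hits fall short of the cut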
ERp5 inh: inhibitors of human ERp5 | Q15084 | ERp5 insulin aggregation, absorbance 650 nm, 90 min | inhibition, % at 9.99 µM | 350,000 tested, 0.05% active;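 active = mean replicate inhibition above about 25%, with every replicate also reaching it, limit read from the data, passing the limit was not always enough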
E-selectin induc: E-selectin induction on HUVECs. HUVEC E-selectin immunofluorescence imaging; normalized: neutral wells 0, TNF-alpha wells 100. activation, % at 7.58 µM. 260,000 tested, 0.37% active;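 active = mean E-selectin-positive cell signal at least 10% of the positive control, reached in at least 60% of replicates, without over 20% cell loss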;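 note: in these data hits start at about 27%; measured in HUVEC primary endothelial cells; signal is the percent of cells scored E-selectin positive by PE staining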
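Material: HUVEC primary endothelial cells; Amount: 3,000 cells per well; Dosing: single concentration; Medium: EGM-2 growth medium on 0.1% gelatin-coated wells; Read-out basis: percent E-selectin-positive cells; Signal: immunofluorescence imaging; Control set: TNF-alpha, DMSO.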
Casp6 inh: inhibitors of human caspase-6; P55212; purified caspase-6, Z-VEID-R110 cleavage fluorescence; inhibition, % at 12.5 µM; 350,000 tested, 0.53% active;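 active = mean inhibition across replicates at least about 35%, with every replicate also reaching that limit, limit read from the data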;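 note: 0% = median of neutral control wells and 100% = no fluorescence left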
Target sequence (P55212 24-179 limits assumed): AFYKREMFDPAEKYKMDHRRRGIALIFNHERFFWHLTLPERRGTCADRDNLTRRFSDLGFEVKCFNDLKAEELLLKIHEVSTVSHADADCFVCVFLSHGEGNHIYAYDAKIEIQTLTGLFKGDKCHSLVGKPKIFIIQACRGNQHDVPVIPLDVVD
Target sequence (P55212 194-293 limits assumed): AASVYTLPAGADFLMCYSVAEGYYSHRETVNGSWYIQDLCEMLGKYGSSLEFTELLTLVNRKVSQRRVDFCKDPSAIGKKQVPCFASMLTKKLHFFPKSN
Numbers without * were called inactive; · = no result given.

Results follow in this order: PglD DTNB	RAD52 anneal inh	esBAF inh	RAD54 inh	ARNT-TACC3 inh	ERp5 inh	E-selectin induc	Casp6 inh
COc1cccc(C(=O)NCCS(=O)(=O)N2CCN(c3ccccc3)CC2)c1OC
 : 1.4	-3.7	-2.9	10.6	·	3.5	0.1	-3.1
CCOC(=O)C(C(=O)OCC)C(=O)c1cc(OC)c(OC)c(OC)c1
 : 0.9	·	-4.8	-6.8	-5.2	·	·	·
CCOC(=O)C1CCCN(C(=O)COc2ccc(N(C)S(=O)(=O)c3ccc(F)cc3)cc2)C1 (centres undefined)
 : -6.1	-14.7	-3.3	-0.4	0.5	7.3	-0.1	-2.9
COc1ccc(Cl)cc1S(=O)(=O)n1cnc2ccccc21
 : 0.8	·	-4.9	-4.5	-4.9	·	·	·
C[C@@H]1CN([C@@H](C)CO)C(=O)c2cccc(NC(=O)Nc3cccc4ccccc34)c2O[C@H]1CN(C)S(=O)(=O)c1ccc(F)cc1
 : ·	-7.1	5.4	·	·	0.6	·	-1.8
CC(C)NC[C@H](O)COc1ccc(CC(N)=O)cc1
 : 3.1	0.3	5.3	-6.8	-3.3	-2.5	0.0	1.9
COCCNC(=S)N(c1ccccc1)C(C)C
 : -1.1	-3.3	10.0	7.7	-4.2	0.8	-0.1	1.7
NC(=O)CC[C@@H]1NC(=O)[C@H](Cc2ccc(O)cc2)NC(=O)c2cc([N+](=O)[O-])cc(F)c2OCC[C@@H](C(N)=O)NC1=O
 : 2.7	-15.8	-2.8	-6.7	-1.1	3.3	-0.2	-1.2
COC(=O)C1C2CC3c4[nH]c5cc(OC)ccc5c4CCN3CC2CC(OC2CCCCO2)C1OC (centres undefined)
 : -1.4	-92.1	-7.0	-1.5	·	-1.3	-0.2	12.8
COc1ccc(NC(=O)c2ccc(C)cc2)c[n+]1[O-]
 : 2.2	1.3	14.2	-1.5	3.6	0.8	·	4.0
CN(Cc1cc(=O)[nH]c2ccccc12)C(=O)c1ccccc1
 : ·	1.2	5.9	·	-4.8	-4.2	·	2.6
C[C@H](CO)N1C[C@H](C)[C@H](CN(C)C(=O)NC2CCCCC2)Oc2ccc(NC(=O)CCCN(C)C)cc2CC1=O
 : -2.8	-20.0	-6.2	0.4	-0.5	0.1	-2.0	1.6
COc1ccc(C(O)c2nc(-c3cncnc3)cs2)cc1 (centres undefined)
 : ·	-9.0	5.5	4.2	·	7.3	0.6	-1.0
Cc1ccc(S(=O)(=O)N(C)C[C@@H]2Oc3c(NC(=O)Nc4cccc5ccccc45)cccc3C(=O)N([C@H](C)CO)C[C@H]2C)cc1
 : 4.4	8.1	3.7	-5.1	-2.8	6.7	·	-1.2
O/N=C/c1ccccc1OCc1ccccc1F
 : -0.3	·	31.3	1.0	0.2	·	·	·
COc1ccccc1[C@@H]1C(c2cccc(C)c2)=NN(c2ccccc2)[C@H]1C(=O)N1CCOC1=O
 : -2.9	-8.1	-5.8	0.0	15.4	3.4	0.0	0.7
O=C(Cc1ccccc1)N1C[C@H]2[C@@H](c3ccccc31)[C@H](CO)N2C(=O)C1CCCC1
 : 2.3	·	4.2	-7.5	-6.9	3.8	0.4	·
COc1cc(CNc2ccccc2SC)cc(OC)c1OC
 : ·	1.3	·	·	0.6	6.5	·	-2.8
CCOc1ccc(C(=O)COC(=O)CNC(=O)C2CCCCC2)cc1
 : -0.8	-29.4	2.8	-6.8	-12.0	1.1	·	1.1
CCSc1nc2c(c(=O)[nH]c(=O)n2C)n1C/C=C(/C)Cl
 : -3.8	·	-7.2	7.9	-5.9	·	·	·
O=C1NC[C@H](CCCCN2C[C@H](Cc3ccccc3)N(CCc3ccccc3)C(=O)C2=O)N(CC2CCCCC2)C1=O
 : ·	-3.7	·	·	·	1.9	1.9	0.5
O=C(O)CSc1nc2ccccc2n1-c1ccccc1
 : ·	-18.5	·	·	-11.1	2.0	1.5	0.7
Cn1c(N)c(C(=O)COC(=O)Cc2cccc(C(F)(F)F)c2)c(=O)n(C)c1=O
 : 0.5	-3.7	1.0	9.0	-0.8	1.7	-1.2	3.1
CSc1nncc(/C(C)=N\Nc2ccccc2C)n1
 : -2.9	·	15.5	3.0	-11.7	·	·	·
Cc1nccc(-c2cccc(N/N=C(\C#N)C(=O)c3ccccc3)c2)n1
 : ·	-52.6	·	·	-27.6	8.1	·	2.6
COc1ccc(C#Cc2ccc3c(c2)O[C@@H](CN(C)C(=O)Nc2cccc(OC)c2)[C@@H](C)CN([C@H](C)CO)S3(=O)=O)cc1
 : -0.8	-49.1	4.5	3.6	-2.8	-1.9	0.3	-2.4
Cn1cnnc1SCC(=O)N1CCc2ccccc2C1
 : -1.7	0.3	0.3	3.4	·	1.2	2.2	-2.9
CN[C@H](CC(=O)O)C(=O)O
 : -0.9	-0.8	2.3	9.4	-4.6	2.2	-2.1	-1.7
CCN(C1CCCCC1)S(=O)(=O)c1ccc(-n2cnnn2)c(C)c1
 : -2.1	-0.9	3.4	1.5	-3.2	-0.5	0.3	-1.6
O=C(NCC1COc2ccccc2O1)c1ccc(Cl)cc1 (centres undefined)
 : -7.2	·	8.3	-11.2	-2.0	·	·	·

Taken from the results shown for reference:
Results follow in this order: PglD DTNB	RAD52 anneal inh	esBAF inh	RAD54 inh	ARNT-TACC3 inh	ERp5 inh	E-selectin induc	Casp6 inh
COc1cccc(C(=O)NCCS(=O)(=O)N2CCN(c3ccccc3)CC2)c1OC
 : 1.4	-3.7	-2.9	10.6	·	3.5	0.1	-3.1
CCOC(=O)C(C(=O)OCC)C(=O)c1cc(OC)c(OC)c(OC)c1
 : 0.9	·	-4.8	-6.8	-5.2	·	·	·
CCOC(=O)C1CCCN(C(=O)COc2ccc(N(C)S(=O)(=O)c3ccc(F)cc3)cc2)C1 (centres undefined)
 : -6.1	-14.7	-3.3	-0.4	0.5	7.3	-0.1	-2.9
COc1ccc(Cl)cc1S(=O)(=O)n1cnc2ccccc21
 : 0.8	·	-4.9	-4.5	-4.9	·	·	·
C[C@@H]1CN([C@@H](C)CO)C(=O)c2cccc(NC(=O)Nc3cccc4ccccc34)c2O[C@H]1CN(C)S(=O)(=O)c1ccc(F)cc1
 : ·	-7.1	5.4	·	·	0.6	·	-1.8

(listing goes on)
Results follow in this order: PglD DTNB	RAD52 anneal inh	esBAF inh	RAD54 inh	ARNT-TACC3 inh	ERp5 inh	E-selectin induc	Casp6 inh
COc1ccc(Oc2c(-c3ccc(O)cc3O)n[nH]c2C)cc1
 : 5.8	·	-3.7	-11.2	0.1	·	·	·
Cc1cccc(OC(=O)c2cccnc2)c1
 : -3.0	·	-2.6	4.8	-0.9	·	·	·
COc1cc(CNc2ncnc3c2ncn3[C@H]2CN(CCc3ccccc3)C[C@@H](CO)O2)cc(OC)c1OC
 : 0.7	-25.6	-5.6	1.3	·	1.0	-0.1	-2.7
Cc1cc(=O)oc2cc(NC(=O)CCOc3ccccc3)ccc12
 : 1.5	-2.6	16.4	-3.7	-7.0	-3.0	-0.2	0.7
Cc1ccc(C(=O)N2CCN(S(=O)(=O)N3CCCCC3)CC2)cc1
 : 3.6	-10.9	0.7	10.9	-2.9	-5.3	-0.1	-0.7
